Screening results deposited in PubChem BioAssay by Sanford-Burnham Center for Chemical Genomics.
mIAP inh – mouse IAP inhibition | 0.2% of 330,000 active | purified mouse IAP, CDP-Star luminescence, 30 min | inhibition, % at 10 µM | AID 2806;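 active = inhibition of at least 40% at 10 µM in the primary screen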;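 note: plate controls were DMSO with enzyme for no effect and no enzyme wells for full effect; values of inactives mirror those of a sister screen read the other way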
APOBEC3A inh – blocks human APOBEC3A ssDNA deamination; P31941; recombinant A3A, FAM/TAMRA ssDNA deamination fluorescence; inhibition, % at 20 µM; 0.41% of 330,000 active;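 active = at least 40% inhibition at 20 µM here, with at most 30% in a related deaminase screen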;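 note: plate controls were A3A with DMSO for no effect and wells lacking A3A enzyme for full effect; some results filed as inactive read as strong as hits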
Target sequence (P31941 whole entry, looked up): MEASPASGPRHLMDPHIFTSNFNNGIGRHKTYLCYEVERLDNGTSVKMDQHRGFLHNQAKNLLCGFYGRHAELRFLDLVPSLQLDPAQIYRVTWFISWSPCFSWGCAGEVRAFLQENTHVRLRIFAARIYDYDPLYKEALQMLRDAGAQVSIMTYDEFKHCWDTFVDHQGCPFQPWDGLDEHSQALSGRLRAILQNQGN
mIAP activ – mouse IAP activation | muIAP, CDP-Star luminescence, 30 min; stronger effect = higher value; 1 = vehicle-only enzyme signal, 0 = enzyme-free wells | activation factor at 10 µM | 0.24% of 330,000 active;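 active = activation factor of at least 2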; note: the source names both 10 and 20 µM as test concentration; values of inactives mirror those of a sister screen read the other way
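also added = chemiluminescent substrate CDP-Star | test system = mouse IAP enzyme | signal = chemiluminescence readout | compound = DMSO-dissolved test compounds | incubation = 30 min at room temperature | benchmarks = DMSO wells, no-enzyme wells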
SENP1 FRET inh – inhibitors of human SENP1 SUMO protease catalytic domain | recombinant SENP1 catalytic domain, CyPet-SUMO1-YPet FRET cleavage | inhibition, % at 10 µM | 0.21% of 360,000 active | AID 624204;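 active = inhibition at least 30% at 10 µM, raw YFP signal under a set limit, fluorescence ratio 0.5 to 1.5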;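 note: 0% = enzyme with DMSO and 100% = no enzyme wells; some results filed as inactive read as strong as hits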
Target sequence (Q9P0U3 419-644 limits assumed): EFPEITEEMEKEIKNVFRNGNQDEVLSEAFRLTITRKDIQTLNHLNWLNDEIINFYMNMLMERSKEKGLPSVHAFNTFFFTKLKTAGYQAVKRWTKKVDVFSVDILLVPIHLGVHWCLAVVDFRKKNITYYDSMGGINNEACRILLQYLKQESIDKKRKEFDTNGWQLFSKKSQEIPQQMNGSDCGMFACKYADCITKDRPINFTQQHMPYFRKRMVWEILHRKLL
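Material: hSENP1 catalytic domain, recombinant; medium: Tris pH 8 with BME, BSA, NP40 and catalase; compound: single concentration of 10 µM compound, 0.5% DMSO final; technique: FRET read of cyan and yellow fluorescence; timing: 50 min enzyme reaction, room temperature, light-protected; reagent: SFCypet-SUMO1-SFYpet substrate at 25 nM; control set: no-enzyme low, enzyme-DMSO high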
APOBEC3G inh – inhibitors of human APOBEC3G DNA deaminase. AID 493012. recombinant A3G, ssDNA deamination FAM/TAMRA fluorescence. Q9HC16. 0.28% of 330,000 active. inhibition, % at 20 µM;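 active = inhibition of at least 40% at 20 µM, with no more than 30% in the related APOBEC3A deaminase screen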;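 note: plate controls were DMSO wells with A3G for no effect and wells lacking A3G enzyme for full effect; some compounds called inactive have numbers as strong as hits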
Target sequence (Q9HC16 whole entry, looked up): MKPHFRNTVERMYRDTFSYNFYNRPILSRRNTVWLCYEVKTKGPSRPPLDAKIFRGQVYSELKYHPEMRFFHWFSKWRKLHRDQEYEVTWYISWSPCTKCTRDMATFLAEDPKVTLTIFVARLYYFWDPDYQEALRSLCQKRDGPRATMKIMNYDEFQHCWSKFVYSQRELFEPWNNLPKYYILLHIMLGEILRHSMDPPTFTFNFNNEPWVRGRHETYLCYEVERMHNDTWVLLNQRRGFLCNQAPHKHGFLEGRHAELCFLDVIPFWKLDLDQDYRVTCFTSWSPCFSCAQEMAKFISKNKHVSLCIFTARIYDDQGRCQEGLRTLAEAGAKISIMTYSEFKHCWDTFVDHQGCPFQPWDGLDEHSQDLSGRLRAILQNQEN
hIAP activ – increases human intestinal alkaline phosphatase activity. purified human IAP, CDP-Star luminescence, 30 min; stronger effect = higher value; 1 = vehicle-only enzyme, 0 = enzyme-free background. 0.16% of 330,000 active. P09923. activation factor at 10 µM;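 active = activation factor of the enzyme at least 2-fold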; note: the source names both 10 and 20 µM as test concentration; values of inactives mirror those of a sister screen read the other way
NLRP3 yeast inh – inhibitors of NALP3 inflammasome in yeast. 0.39% of 330,000 active. inhibition, % at 10 µM. Yeast reconstituted NLRP3/ASC/caspase-1, beta-gal luminescence, 24 h. AID 2825;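 active = inhibition of 50% or more; inactive = inhibition below 50%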;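 note: plate controls were induced DMSO wells for no effect and uninduced yeast grown without galactose for full effect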
hIAP inh – human IAP inhibition | 0.12% of 330,000 active | inhibition, % at 10 µM | AID 2544 | purified IAP, CDP-Star luminescence, 30 min;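 active = inhibition reaching a set limit with compound at 10 µM in the primary screen, cut at about 35% in these data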;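 note: plate controls were DMSO wells with enzyme for no effect and no-enzyme buffer wells for full effect; values of inactives mirror those of a sister screen read the other way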
beta cell repl – induces beta-cell replication in MIN6 cells. MIN6 cells proliferation, ATPlite luminescence, 48 h; cells starved in 0.2% serum; 100% = growth in 10% serum. proliferation, % at 10 µM. 0.29% of 330,000 active;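 active = compounds whose signal lies at least 3.5 SD above the mean of all wells on their plate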;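 note: 0% = DMSO-treated cells in low-serum medium and 100% = 10% serum control; some compounds called inactive have numbers as strong as hits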
An asterisk follows results filed as active; / = no result given. These rows are one share of the data (hit frequency here may not be typical).

mol	mIAP inh	APOBEC3A inh	mIAP activ	SENP1 FRET inh	APOBEC3G inh	hIAP activ	NLRP3 yeast inh	hIAP inh	beta cell repl
COc1cc(CNCc2ccccc2)cc(Cl)c1OC	0	3	1	1	-7	1.2	12	-19	-1
COc1ccccc1NC(=O)c1sc2nc(N3CCOCC3)c3c(c2c1N)CCCC3	-7	-1	1.1	-76	-4	1.2	5	-17	-4
NCCc1c(-c2ccccc2)n(-c2ccccc2)c2ccccc12	9	-4	0.91	-1	-6	1	15	-4	-5
Cc1noc(C)c1C(=O)OCC(=O)N(C)C1CCS(=O)(=O)C1 (stereo not given)	-8	5	1.1	4	8	0.92	31	8	-1
CC(C)Nc1cc(C(C)(C)C)nc2c(-c3ccccc3)cnn12	3	-1	0.97	0	-8	0.88	11	12	-4
CN(CC(=O)NCc1ccccn1)S(=O)(=O)c1ccc2ccccc2c1	2	-1	0.98	2	-7	0.89	2	11	1
CC(=O)NC(CC(=O)N1CCN(C(C)=O)CC1)c1ccccc1 (stereo not given)	-7	0	1.1	1	-9	1.2	7	-20	-3
COc1cc2c(cc1OC)C(c1cc(Br)ccc1O)N(C(C)=O)CC2 (stereo not given)	-5	-1	1	-1	-8	1.1	-2	-12	-2
C#CCOCCOCCOCCNc1nc(N2CCN(C(=O)Cn3cc(CCCCN)nn3)CC2)nc(N2CCN(C(=O)[C@H]([C@@H](C)CC)n3cc(CCCCN)nn3)CC2)n1	-11	-3	1.1	-4	-5	0.92	13	8	9
O=C(C1=NN[C@@H]2C(=O)N(c3ccccc3C(F)(F)F)C(=O)[C@H]12)C(c1ccccc1)c1ccccc1	9	-1	0.91	3	-8	0.9	-13	10	1
NS(=O)(=O)c1ccc(NC(=O)COC(=O)c2cn(-c3ccccc3)nc2-c2ccccc2)cc1	2	4	0.98	2	-2	1.1	4	-9	-3
CCN(c1cccc(C)c1)S(=O)(=O)c1ccc(-c2cc(C)no2)s1	10	-1	0.9	2	0	1	7	-4	-5
Cc1ccc(-c2cc(C(=O)Nc3cc(C)on3)no2)cc1	6	-2	0.94	1	-3	0.91	1	9	2
Cc1ccc(C)c(Cn2nnc3c(=O)[nH]c(C4CCN(S(=O)(=O)c5ccc(S(=O)(=O)N(C)C)cc5)CC4)nc32)c1	11	2	0.89	1	2	0.93	4	7	0
CCCn1nnc(NC(=S)NC(=O)/C=C/c2ccco2)n1	20	14	0.8	2	9	1.1	13	-6	-1
CCCCNC(=O)Cn1nc(C)c(S(=O)(=O)N2CCOCC2)c1C	5	-4	0.95	-1	-8	0.97	7	3	6
COc1ccc(/C=C/C(=O)N2CCN(c3ccccc3)CC2)cc1S(=O)(=O)N1CCOCC1	10	-3	0.91	1	-11	1	-4	0	-4
CC(NC(=O)c1ccccc1F)c1nnc(SCC(=O)NC2CCCCC2)n1C (stereo not given)	-2	-2	1	1	-9	0.97	-3	3	-2
COCCCNC(=O)c1cn(-c2cccc(OC)c2)c(=O)c2ccccc12	-2	-4	1	4	-8	1	12	-3	-2
CCOC(=O)N1CCN(C(=O)C2CCC(=O)N(Cc3cccc(C(F)(F)F)c3)C2)CC1 (stereo not given)	1	-2	0.99	1	-4	1.1	7	-5	8
CCc1ccc(S(=O)(=O)Nc2ccncc2)cc1	0	-4	1	3	-5	1	2	-1	-3
Cc1onc(-c2c(Cl)cccc2Cl)c1C(=O)N1CCSCC1	0	-1	1	1	-5	0.97	4	3	-1
COc1ccccc1NC(=S)N(Cc1ccccc1)Cc1cccnc1	-21	-3	1.2	1	-6	1.1	-4	-7	-2
Cc1ccc(S(=O)(=O)N2CC(=O)Nc3ccccc32)cc1	-10	-1	1.1	1	-4	0.97	-3	3	-2
COc1cc(Cl)c(C)cc1NC(=O)Cc1cccs1	3	-4	0.97	0	-9	0.91	41	10	2
CC(=O)NN1C(=O)c2ccc(Oc3ccc4c(c3)C(=O)N(NC(C)=O)C4=O)cc2C1=O	-3	-1	1	/	-5	1.4	4	-40	4
CC1CN(C(=O)N[C@@H](Cc2ccccc2)C(=O)O)CC(C)O1 (stereo not given in full)	3	0	0.97	-2	0	1	-1	-3	2
CN(C)CCOC1c2ccccc2C=Cc2ccccc21	-5	7	1.1	/	10	0.94	27	6	-4
Cc1ccc(C(=O)C[n+]2ccccc2)cc1	5	22	0.95	-2	14	1.1	-9	-9	-3
COc1ccccc1CNC(=O)Cn1cc(Br)ccc1=O	4	-4	0.96	3	-6	1.1	22	-6	0

An excerpt from above in order of their number in mIAP activ, highest first:
Molecule | mIAP inh | APOBEC3A inh | mIAP activ | SENP1 FRET inh | APOBEC3G inh | hIAP activ | NLRP3 yeast inh | hIAP inh
Cc1onc(-c2c(Cl)cccc2Cl)c1C(=O)N1CCSCC1 | 0 | -1 | 1 | 1 | -5 | 0.97 | 4 | 3
CCOC(=O)N1CCN(C(=O)C2CCC(=O)N(Cc3cccc(C(F)(F)F)c3)C2)CC1 (stereo not given) | 1 | -2 | 0.99 | 1 | -4 | 1.1 | 7 | -5
CC1CN(C(=O)N[C@@H](Cc2ccccc2)C(=O)O)CC(C)O1 (stereo not given in full) | 3 | 0 | 0.97 | -2 | 0 | 1 | -1 | -3
Cc1ccc(C(=O)C[n+]2ccccc2)cc1 | 5 | 22 | 0.95 | -2 | 14 | 1.1 | -9 | -9
Cc1ccc(-c2cc(C(=O)Nc3cc(C)on3)no2)cc1 | 6 | -2 | 0.94 | 1 | -3 | 0.91 | 1 | 9

Just mIAP activ, for 5 of the compounds above:
molecule,mIAP activ
CCCn1nnc(NC(=S)NC(=O)/C=C/c2ccco2)n1,0.8
CCCCNC(=O)Cn1nc(C)c(S(=O)(=O)N2CCOCC2)c1C,0.95
COc1ccc(/C=C/C(=O)N2CCN(c3ccccc3)CC2)cc1S(=O)(=O)N1CCOCC1,0.91
CC(NC(=O)c1ccccc1F)c1nnc(SCC(=O)NC2CCCCC2)n1C (stereo not given),1
COCCCNC(=O)c1cn(-c2cccc(OC)c2)c(=O)c2ccccc12,1

Next part
mol	mIAP inh	APOBEC3A inh	mIAP activ	SENP1 FRET inh	APOBEC3G inh	hIAP activ	NLRP3 yeast inh	hIAP inh	beta cell repl
CC1CCCN(C(=O)COC(=O)C2CCN(S(=O)(=O)c3ccc(Cl)c(C(F)(F)F)c3)CC2)C1 (stereo not given)	5	-3	0.95	-1	3	0.9	18	10	-5
CCOC(=O)C1CCCN(C(=S)Nc2ccc(C)cc2C)C1 (stereo not given)	-7	-1	1.1	3	-11	0.94	-8	6	-1
O=C(c1cc(S(=O)(=O)N2CCOCC2)ccc1F)N1CCCc2ccccc21	9	-1	0.91	-3	-1	1.1	-10	-11	0
CN(C)CCNC(=O)c1sc2nc(-c3ccccc3)cc(C(F)(F)F)c2c1N	8	-7	0.92	19	-8	1	17	-4	-5
O=C(CS(=O)(=O)c1ccccc1)Nc1ccc(N2CCOCC2)cc1	-3	0	1	3	1	1	18	0	2
COc1ccc(NC(=O)CN2CCC(C(=O)c3ccc(C)cc3)CC2)c(OC)c1	8	-2	0.92	-1	-6	0.96	11	4	1
CCN(CC)CCNC(=O)c1ccc(NC(=O)c2cc(S(=O)(=O)N3CCCCC3)ccc2C)cc1	-6	-1	1.1	0	-7	0.98	27	2	-6
Nc1cc(N)nc(SCc2nnnn2-c2ccc(Cl)cc2)n1	-1	8	1	0	4	0.87	18	13	2
COc1ccc(CNc2ncc(-c3ccccc3)n2C)c2ccccc12	-9	-6	1.1	2	-6	1.1	23	-13	-5
COC(=O)c1ccc(C(=O)OC)c(NC(=O)CSc2n[nH]c(N)n2)c1	-2	-4	1	-1	-7	1.1	-3	-6	-1
CC(=O)Nc1ccc(NC(=O)COc2ccc(S(=O)(=O)N3CCCC3)cc2)cc1	-7	-4	1.1	0	-9	1.1	6	-10	4
CC(=O)c1ccc(NC(=O)Nc2cccc3ccccc23)cc1	-46	-3	1.5	-1	-7	0.91	26	9	-1
O=C(CSc1nnc(-c2ccncc2)n1C1CCCCC1)Nc1cccc(O)c1	-7	1	1.1	-1	-4	1.1	-7	-9	-3
O=C(COC(=O)C1Cc2ccccc2CN1C(=O)c1ccccc1)Nc1ccc(SC(F)F)cc1 (stereo not given)	2	4	0.97	4	-3	0.97	10	3	0
Cc1cccc(COC(=O)CCCNC(=O)c2ccc(Cl)cc2)c1	-7	-2	1.1	-2	-9	0.97	35	3	-3
C[N+]1(C2CCC3CCCC2C3O)CCCC1 (stereo not given)	-3	59*	1	3	10	0.97	-10	3	-2
Cc1noc(C)c1C(=O)N(CC(=O)Nc1ccc(Cl)c(C(F)(F)F)c1)Cc1ccco1	-56	2	1.6	-1	-4	0.94	10	6	-6
Cc1ccc2c(C)c(C(=O)N(C)C(C)c3ccncn3)oc2c1C (stereo not given)	-1	-2	1	-3	-10	1.3	27	-25	-5
O=C(COC(=O)C1CCN(S(=O)(=O)c2cccs2)CC1)Nc1ccc(F)c(F)c1F	0	-4	1	2	-13	1	36	-5	2
COc1ccc(/C=C2/S/C(=N/N=C3\CC4CCC3(C)C4(C)C)NC2=O)cc1 (stereo not given)	10	-3	0.9	2	-7	1	2	-1	-1
CC(=O)Nc1ccc(Br)c2ccccc12	10	-2	0.9	2	-5	0.88	6	12	0
Cc1cc2ncn(/N=C/c3ccc4c(c3)OCO4)c2cc1C	0	-2	1	2	-5	1.1	20	-9	-5
CCc1ccc(OCC(=O)NC(=S)Nc2ccc(S(=O)(=O)NC3CCCCC3)cc2)cc1	10	-7	0.91	1	-5	1.2	24	-24	-3
CC(=O)Oc1ccc(-c2cccc(C(=O)O)c2)cc1	-5	-4	1	0	-3	0.84	4	16	0
CN(C)/C=C(/C(=O)c1ccc(Cl)cc1)n1cncn1	-4	-2	1	-2	-7	1.1	21	-6	-3
CCOC(=O)c1c(NC(=O)c2c(C(=O)O)cccc2[N+](=O)[O-])sc2c1CCCC2	16	1	0.84	2	1	0.77	8	23	-2
O=C1CCN(Cc2ccccc2)CCN1CCSc1ccccc1	-1	-1	1	0	-6	0.99	10	1	-2

In the list so far, 2 contain an NH in an aromatic ring.
mol	mIAP inh	APOBEC3A inh	mIAP activ	SENP1 FRET inh	APOBEC3G inh	hIAP activ	NLRP3 yeast inh	hIAP inh	beta cell repl
Cc1ccc(C)c(Cn2nnc3c(=O)[nH]c(C4CCN(S(=O)(=O)c5ccc(S(=O)(=O)N(C)C)cc5)CC4)nc32)c1	11	2	0.89	1	2	0.93	4	7	0
COC(=O)c1ccc(C(=O)OC)c(NC(=O)CSc2n[nH]c(N)n2)c1	-2	-4	1	-1	-7	1.1	-3	-6	-1
